uPA surface inh – qHTS for Inhibitors of Cell Surface uPA Generation; AID 540303, 2011; hit rate 0.31% among 330,000; cell surface uPA generation assay, qHTS; Potency, µM (highest dose often 38.3 µM), for the others: at the highest dose activity change, negative = inhibition, usual class: inhibitors; active means well fitted inhibition curve with a large enough effect; inconclusive means small, poorly fitted or top-dose-only effect; inactive means no such curve, though single readings can be large or run the other way; tested in mouse RAW 264.7 cells; further: potency means the concentration at half of the fitted maximal effect; on the % scale 0 is the no-effect control and ±100 the full control effect; nearly all actives have a fitted effect of over 55% in size
Eya2 phos inh – qHTS Assay for Inhibitors of the Phosphatase Activity of Eya2 | recombinant Eya2, OMFP fluorescence dephosphorylation (OMFP is methylfluorescein phosphate) | Potency, µM (doses to about 76.9 µM), for the others: at the highest dose activity, negative = inhibition, hits mostly inhibitors | hit rate 0.006% among 330,000; further: potency means the concentration at half of the fitted maximal effect; on the % scale 0 is the no-effect control and ±100 the full control effect
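Eya2 protein (added as 0.2 uM solution) was preincubated with compound for 10 min at ambient temperature in 50 mM HEPES pH 7.5, 50 mM NaCl, 5 uM MgCl2, 0.05% BSA, 1 mM DTT. OMFP (added at 50 uM) then reacted 10 min; fluorescence read at 485/525 nm.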
TSHR antagonist – Antagonists of the Thyroid Stimulating Hormone Receptor: HTS campaign; TSHR-expressing cells, TSH-stimulated cAMP HTRF, 2 h; hits give low values; activity change, negative = inhibition, % at 11.5 µM; Thyrotropin receptor (Homo sapiens), P16473; hit rate 0.2% among 330,000;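 active means activity change below a set negative limit, meaning inhibition stronger than a set level, cut at about -70% in these data; inconclusive means activity change between two set negative limits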; further: on the % scale 0 is the no-effect control and ±100 the full control effect
Target sequence (P16473 whole entry, looked up): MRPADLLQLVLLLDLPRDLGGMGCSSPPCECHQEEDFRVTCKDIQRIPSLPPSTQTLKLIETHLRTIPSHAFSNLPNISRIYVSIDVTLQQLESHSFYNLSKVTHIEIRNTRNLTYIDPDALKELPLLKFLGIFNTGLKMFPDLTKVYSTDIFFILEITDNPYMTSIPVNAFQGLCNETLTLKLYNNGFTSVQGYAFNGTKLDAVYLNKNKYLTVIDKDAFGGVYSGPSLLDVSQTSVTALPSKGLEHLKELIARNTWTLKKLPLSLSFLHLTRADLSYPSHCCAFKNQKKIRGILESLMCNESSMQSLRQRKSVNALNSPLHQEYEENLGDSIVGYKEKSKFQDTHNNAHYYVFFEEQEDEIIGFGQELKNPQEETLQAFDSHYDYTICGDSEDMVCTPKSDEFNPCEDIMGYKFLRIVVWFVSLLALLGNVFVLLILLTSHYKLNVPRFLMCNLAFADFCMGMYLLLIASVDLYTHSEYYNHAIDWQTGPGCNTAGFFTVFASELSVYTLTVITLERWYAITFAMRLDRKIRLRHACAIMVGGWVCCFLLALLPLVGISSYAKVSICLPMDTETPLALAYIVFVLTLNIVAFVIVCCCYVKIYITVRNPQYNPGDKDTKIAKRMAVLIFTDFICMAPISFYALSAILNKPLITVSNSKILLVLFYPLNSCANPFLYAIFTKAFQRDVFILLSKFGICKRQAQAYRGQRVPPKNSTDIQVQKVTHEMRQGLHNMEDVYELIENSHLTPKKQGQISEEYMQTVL
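Cell-based HTRF cAMP assay; TSHR cells + compound, TSH EC80 (4nM final), 2 h, 37 deg C. Lysis with anti-cAMP cryptate and cAMP-d2, 30 min RT, read 665/620 nm.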
TSG101-PTAP inh – qHTS Assay for Iinhibitors of HIV-1 Budding by Blocking the Interaction of PTAP/TSG101. Tumor susceptibility gene 101 protein (Homo sapiens), Q99816. Fluorescence polarization, FITC-PTAP peptide / Tsg101 binding. Potency, µM (highest dose often 115 µM), for inactives: top-dose activity change, negative = inhibition, actives largely listed as inhibitors. 340,000 tested, under 10 active; active means well fitted inhibition curve with a large enough effect in the main read-out, with a control signal flat, not every such curve was filed as active; inconclusive means small, poorly fitted or top-dose-only effect, or effect the other way, or a change in a side signal; inactive means no such curve, though single readings can be large or run the other way; further: potency means the concentration at half of the fitted maximal effect; % of control where 0% means no effect
Target sequence (Q99816 whole entry, looked up): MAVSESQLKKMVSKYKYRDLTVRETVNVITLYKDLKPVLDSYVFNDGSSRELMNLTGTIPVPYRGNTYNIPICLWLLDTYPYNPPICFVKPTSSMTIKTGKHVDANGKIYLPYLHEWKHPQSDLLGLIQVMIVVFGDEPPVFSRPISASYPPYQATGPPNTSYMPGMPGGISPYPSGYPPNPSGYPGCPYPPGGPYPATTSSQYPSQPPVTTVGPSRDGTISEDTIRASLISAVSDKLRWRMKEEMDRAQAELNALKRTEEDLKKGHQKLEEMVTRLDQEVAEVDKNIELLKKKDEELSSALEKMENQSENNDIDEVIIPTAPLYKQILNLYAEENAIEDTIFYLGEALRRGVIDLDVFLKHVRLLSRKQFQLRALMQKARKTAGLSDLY
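Fluorescence polarization binding of Tsg101 binding domain (10 uM final) to FITC-labeled PTAP peptide (50 nM final) in HEPES pH 7.5 buffer with NaCl, Tween 20, EDTA, TCEP. Compounds added before peptide; binding 20 min at RT.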
Mito fusion act – qHTS Assay for Small Molecule Inhibitors of Mitochondrial Division or Activators of Mitochondrial Fusion; Potency, µM (top dose mostly 46.1 µM), inactives show top-dose growth rescue (activation), usual class: activators; AID 485298, 2010; S. cerevisiae fusion-defective mutant growth rescue, CellTiterGlo 48 h; hit rate 0.23% among 320,000;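 further: potency means the concentration at half of the fitted maximal effect; % of control where 0% means no effect; nearly all actives have a fitted effect of over 45% in size; temperature-sensitive fusion mutants such as fzo1-1 at 37 °C on non-fermentable ethanol glycerol medium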
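Growth-rescue viability read-out: after 48 h at the non-permissive 37C in glycerol/ethanol YPEG, yeast mitochondrial fusion mutants are measured by CellTiterGlo luminescence; compounds (23 nl pinned per well) restoring growth score as division inhibitors or fusion activators.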
TCR activator – Activators of T cell receptors: qHTS campaign. primary human leukocytes, anti-CD3, IL-2 HTRF, 48 h. Potency, µM (titrated, usually from 9.22 µM), without a hit: at the top dose activation of IL-2 secretion, hits mostly activators. 330,000 tested, under 10 active; further: % of control where 0% means no effect
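Using a-CD3 beads without co-stimulation, primary human leukocytes were exposed to compounds for 48 hr. An HTRF IL-2 kit measured the cytokine, with europium-to-d2 energy transfer producing emission at 665nm upon 320nm excitation.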
The depositor's hits bear a star; ? = inconclusive; nt = no result given; [ ] = dose if it differs, or a comment. Unless noted, the call rests on the fitted dose curve; in most records, active means well fitted curve in the direction sought with a large enough effect; inconclusive means small, poorly fitted or top-dose-only effect, or another doubt; inactive means no such curve, though single readings can be large; an effect the other way counts as inactive or inconclusive.

| SMILES | uPA surface inh | Eya2 phos inh | TSHR antagonist | TSG101-PTAP inh | Mito fusion act | TCR activator |
| --- | --- | --- | --- | --- | --- | --- |
| Cc1cccc(C(=O)NC2CCN(S(=O)(=O)c3cccc(F)c3)CC2)c1 | -15% | nt | nt | 1% | nt | nt |
| COc1ccc(NC(=O)CN2CCc3ccccc3C2)cc1 | -22% | nt | nt | -7% | nt | nt |
| O=C(NCCCn1ccnc1)/C(=C/c1ccco1)NC(=O)c1ccccc1 | 1% | nt | nt | -3% | nt | nt |
| CCCCN(CC)C(=O)C1CCC(=O)N(c2ccc(OC)cc2)C1c1ccc(OC)c(OC)c1 (stereo not drawn) | 1% | nt | nt | -3% | nt | nt |
| COc1ccc(CCN2CC(C(=O)OCC(=O)NC(Cc3ccccc3)C(C)=O)CC2=O)cc1OC (stereo not drawn) | 9% | nt | nt | -1% | nt | nt |
| O=[N+]([O-])c1cc(Br)ccc1C[n+]1ccccc1 | -1% | nt | nt | -2% | nt | nt |
| CCc1nc(-n2[nH]c(=O)c3ccccc3c2=O)c2c3c(sc2n1)CCCC3 | 4% | nt | nt | 0% | nt | nt |
| Cc1ccc(C(=O)N2CCc3ccccc32)cc1C | 0% | nt | nt | -3% | nt | nt |
| Cc1cccc(C(=O)NCc2nnc(SCC(=O)N3CCN(c4ccccc4)CC3)n2C)c1 | 10% | nt | nt | -10% | nt | nt |
| COC(=O)[C@@]1(Cc2ccc(OC)cc2)[C@H]2c3cc(C(=O)N(C)C)n(Cc4c(CO)[nH]cc(C)c4=O)c3C[C@H]2CN1C(=O)c1ccccc1 | 8% | nt | nt | nt | nt | 0% |
| O=C1N[C@@H](Cc2ccccc2)C(=O)N2[C@H]1C[C@]1(Br)c3ccccc3N(S(=O)(=O)c3ccc(F)cc3)[C@H]21 | -2% | nt | nt | nt | nt | -4% |
| COc1cccc(-c2nc(-c3ccc(C(=O)O)cc3)no2)c1 | -4% | nt | nt | nt | nt | -5% |
| O=C(NCCOc1ccccc1)C1Nc2ccc(OC(F)(F)F)cc2C2C=CCC12 (stereo not drawn) | 5% | nt | nt | nt | nt | -2% |
| CC1(C)c2[nH]c3ccccc3c2C[C@@H]2C(=O)N(Cc3ccccc3F)C(=O)N21 | 12% | nt | nt | nt | nt | 2% |
| C#Cc1ccc2c(c1)COc1c3ccccc3nn1-2 | 13µM* | nt | nt | nt | nt | -1% |
| C=CCNC(=O)c1ccc2c(c1)S(=O)(=O)c1ccccc1C2=O | -23% | nt | nt | nt | nt | -2% |
| CCN1C(=O)[C@@H]2[C@@H](c3ccc(-c4cc(C(C)=O)cs4)cc3)N3CCC[C@@]3(C(=O)OC)[C@@H]2C1=O | 0% | nt | nt | nt | nt | 6% |
| Cn1c(=O)c2c(ncn2CC(=O)Nc2ccc3c(c2)OCO3)n(C)c1=O | -13% | nt | nt | nt | nt | 2% |
| CCN(CC)c1nc(N)c2c(N)nc(OC)cc2c1C#N | 17% | nt | nt | nt | nt | 1% |
| O=c1[nH]c2ccccc2cc1-c1nnn(-c2ccc(Cl)c(Cl)c2)n1 | -13% | nt | nt | nt | nt | -1% |
| O=[N+]([O-])c1cc(-c2csc(NCCc3nc4cc(C(F)(F)F)ccc4n3CCCO)n2)ccc1Cl | 9% | nt | nt | nt | nt | 0% |
| COc1cc(-c2cc[n+](C)cc2)ccc1O | 5% | nt | nt | nt | nt | -1% |
| O=c1c2ccccc2oc2cc(C#Cc3ccccn3)ccc12 | -4% | nt | nt | nt | nt | 0% |
| CCOC(=O)CN1C(=O)N[C@@H](CCc2ccccc2)[C@@H](C(=O)OC)[C@H]1C | 5% | nt | nt | nt | nt | -1% |
| CN(C(=O)c1ccc(NC(=O)Cc2ccccc2)cc1)c1ccccc1 | 4% | nt | nt | nt | nt | -4% |
| C#CCOCCOCCOCCNc1nc(N2CCN(C(=O)[C@H](C)n3cc(CCC(=O)O)nn3)CC2)nc(N2CCN(C(=O)[C@H](Cc3ccc(O)cc3)n3cc(CCO)nn3)CC2)n1 | 14% | nt | nt | nt | nt | -1% |
| COc1cc2oc3ccc(C#Cc4ccc(N)cc4)cc3c(=O)c2cc1OC | -13% | nt | nt | nt | nt | 4% |
| O=C([O-])c1cc(-c2ccccc2)cc(-c2ccccc2)[n+]1CCc1ccc(Cl)cc1 | ? | nt | nt | nt | nt | 5% |
| CC(=O)/C=C1\C(=O)N(C)c2ccccc21 | nt | 0% | 5 | nt | -35%[inhibitor] | nt |
| NC(Cc1cccc(-c2ccccc2CP(=O)(O)O)c1)C(=O)O (stereo not drawn) | nt | 7% | -18 | nt | -1% | nt |
| CCC1(O)CC2CN(CCc3c([nH]c4ccccc34)[C@@](C(=O)OC)(c3cc4c(cc3OC)N(C=O)C3[C@]45CCN4CC=C[C@@](CC)([C@@H](OC(C)=O)[C@]3(O)C(=O)OC)[C@H]45)C2)C1 (stereo partly drawn) | nt | 2% | -10 | nt | -30% | nt |
| Cc1nc2c(OCc3ccccc3)cccn2c1CC#N | nt | -5% | -9 | nt | 4% | nt |
| Nc1ncnc2c1ncn2[C@@H]1O[C@H](COP(=O)(O)OP(=O)(O)OP(=O)(O)OP(=O)(O)OC[C@@H]2O[C@H](n3cnc4c(N)ncnc43)[C@@H](O)[C@H]2O)[C@@H](O)[C@H]1O | nt | -5% | 13 | nt | ? | nt |
| Nc1ccc(-c2ccc3ccccc3n2)cc1 | nt | 0% | -36 | nt | ? | nt |
| NC[C@H]1O[C@@H](n2cnc3c(N)ncnc32)[C@H](O)[C@@H]1O | nt | 8% | 17 | nt | ? | nt |
| OCC1NCC(O)C(O)C1O (stereo not drawn) | nt | -5% | 4 | nt | -2% | nt |
| O=C1C2C=CC=CC2=NC(=S)N1CCN1CCC(=C(c2ccc(F)cc2)c2ccc(F)cc2)CC1 (stereo not drawn) | nt | -3% | -22 | nt | 5.8µM* | nt |
| Nc1ncnc2n[nH]c(Nc3ccc(F)cc3)c12 | nt | 2% | -15 | nt | 0% | nt |
| O=c1onc2n1-c1cc(Br)ccc1OC2 | nt | 2% | -12 | nt | ? | nt |
| CN(C)c1nc2c(Br)c(Br)c(Br)c(Br)c2[nH]1 | nt | -10% | 14 | nt | 4.1µM* | nt |
| CC1=C(C(=O)O)N2C(=O)[C@@H](NC(=O)C(N)C3=CCC=CC3)[C@H]2SC1 (stereo partly drawn) | nt | 6% | -17 | nt | 29% | nt |
| CC(C)[C@@H]1CC[C@@H](C)C[C@@H]1P(=O)(c1ccccc1)c1ccccc1 | nt | -13% | -13 | nt | ? | nt |
| NC(=O)c1cccc(N)c1 | nt | -10% | -6 | nt | -4% | nt |
| COc1cccc(-c2cc(=O)c3ccccc3o2)c1N | nt | 3% | -21 | nt | ? | nt |
| CCCCC[C@H](CC(=O)NO)C(=O)N[C@H](C(=O)N1CCC[C@H]1CO)C(C)C | nt | 4% | 13 | nt | ? | nt |
| COc1ccc(CCn2nnnc2C2(c3ccc(C)cc3)CC2)cc1 | nt | -12% | 12 | nt | 21µM* | nt |
| O=C(O)[C@@H]1C[C@@H](C(=O)O)N1 | nt | 0% | 11 | nt | -43%[inhibitor] | nt |
| Cc1ccc(S(=O)(=O)/C=C/C#N)cc1 | nt | 9% | -16 | nt | -69%[inhibitor] | nt |
| CC(=O)[C@H]1CCC2C3CC=C4C[C@@H](OS(=O)(=O)O)CC[C@]4(C)C3CC[C@@]21C (stereo partly drawn) | nt | 10% | -10 | nt | -20% | nt |
| OCC1O[C@H]([S-])[C@H](O)[C@@H](O)[C@@H]1O.[Au+] (stereo partly drawn) | nt | -3% | -18 | nt | 4% | nt |
| COC(=O)C1=CO[C@@H](O)[C@@H]2C(CO)=CC[C@H]12 | nt | -4% | 9 | nt | -33%[inhibitor] | nt |
| COc1cc2c(cc1OC)-c1cc(=Nc3c(C)cc(C)cc3C)n(C)c(=O)n1CC2 | nt | 2% | -12 | nt | 18µM* | nt |
| CSc1nc(N)c2ncn([C@@H]3O[C@H](COP(=O)(O)OP(=O)(O)O)C(O)[C@H]3O)c2n1 (stereo partly drawn) | nt | 2% | 29 | nt | -58%[inhibitor] | nt |
| CC(/C=C/c1cccc(Oc2ccc(F)cc2)c1)N(O)C(N)=O (stereo not drawn) | nt | -2% | -12 | nt | 0% | nt |
| Cc1cc2c(cc1Cl)N(C(=O)Nc1ccc(Oc3cccnc3C)nc1)CC2 | nt | -2% | -20 | nt | ? | nt |
| Cc1nc(N=Nc2ccc(S(=O)(=O)O)cc2S(=O)(=O)O)c(COP(=O)(O)O)c(C=O)c1O | nt | 3% | -15 | nt | -33%[inhibitor] | nt |
| CC1(C)CCC=[N+]1[O-] | nt | -6% | 6 | nt | -31% | nt |
| CO/N=C(\C(=O)N[C@@H]1C(=O)N2C(C(=O)O)=C(CSc3nc(=O)c(O)nn3C)CSC12)c1csc(N)n1 (stereo partly drawn) | nt | 9% | -5 | nt | -1% | nt |
| CC1(C)CCC2=C(O1)c1ccccc1C(=O)C2=O | nt | -23% | 10 | nt | 5% | nt |
| CCCN(CCC)CCc1cccc2c1CC(=O)N2 | nt | 0% | -9 | nt | -21% | nt |

Next section:
| SMILES | uPA surface inh | Eya2 phos inh | TSHR antagonist | TSG101-PTAP inh | Mito fusion act | TCR activator |
| --- | --- | --- | --- | --- | --- | --- |
| Cc1ccc([N+](=O)[O-])cc1S(=O)(=O)N(C)C | nt | -2% | 12 | nt | 13% | nt |
| CCOC(=O)C12CC1/C(=N/O)c1ccccc1O2 (stereo not drawn) | nt | -2% | -10 | nt | ? | nt |
| CN(C)c1ccc(/C=C2\C(=O)Nc3ccccc32)cc1 | nt | -16% | -18 | nt | 13µM* | nt |
| Clc1nccc2c1ccc1ccccc12 | nt | 1% | -14 | nt | -74%[inhibitor] | nt |
| c1ccc2nc(C3=NCCN3)ccc2c1 | nt | 1% | 2 | nt | -17% | nt |
| O=C1c2ccccc2C(=O)c2c(NCCc3ccc(O)cc3)ccc(NCCc3ccc(O)cc3)c21 | nt | -19% | -17 | nt | -44%[inhibitor] | nt |
| COc1cc(OC)c(/C=C2/C(=O)Nc3ccccc32)c(OC)c1 | nt | -5% | -30 | nt | ? | nt |
| O=Nc1c(-c2c(O)[nH]c3ccccc23)[nH]c2ccccc12 | nt | -15% | -9 | nt | ? | nt |
| COc1ccc(NC(=O)/C=C/c2ccc(Cl)cc2)cc1 | nt | -2% | -22 | nt | 5.2µM* | nt |
| O=c1cc(-c2ccccc2)[nH]c2nc(Cl)ccc12 | nt | 7% | -14 | nt | ? | nt |
| NC/C=C/C(=O)O | nt | 2% | -14 | nt | -8% | nt |
| C=C(C)C1CC=C(C(=O)O)CC1 (stereo not drawn) | nt | 14% | -18 | nt | ? | nt |
| O=C(CCCCCN1CCN(c2ccccc2-c2ccccc2)CC1)NC1CCCc2ccccc21 (stereo not drawn) | nt | -18% | -16 | nt | -51%[inhibitor] | nt |
| [Li+] | nt | 3% | -4 | nt | -2% | nt |

An excerpt, so the mix of outcomes need not match the whole.
